H9c2 TAG inh = reduces triacylglycerol accumulation in H9c2 cells. Nile Red lipid (TAG) fluorescence; cells loaded with 200 µM oleic acid. inhibition, % at 12.5 µM. 230,000 compounds, 0.66% hits;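 active = pattern-corrected inhibition of lipid staining of at least 50% with the nuclear-stain viability signal not falling by more than 50%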;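 also: 0% = DMSO wells and 100% = triacsin C control wells; some results filed as inactive read as strong as hits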
H9c2 TAG inh DAPI viability = recorded beside H9c2 TAG inh, whose call it bears; DAPI nuclei signal change (viability), lower = more cytotoxic, %;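 whole-well DAPI fluorescence read on a plate reader as a viability signal; minus 50 percent equals half of cells still viable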
Numbers without * were called inactive. A portion of the library; rates above refer to the full screens.

SMILES	H9c2 TAG inh	H9c2 TAG inh DAPI viability
CN(CC(=O)Nc1ccc(F)cc1)CC(=O)Nc1ccc(F)c(F)c1F	-9	10
CCOC(=O)N1CCN(C(=O)c2ccc(S(=O)(=O)Nc3ccc(C)cc3)cc2)CC1	-26	4
CC(=O)OCC1OC(n2c(-c3ccc(Cl)cc3)ccc(C#N)c2=S)C(OC(C)=O)C(OC(C)=O)C1OC(C)=O (centres undefined)	13	12
O=C(Nc1ccccc1C(=O)N1CCN(Cc2ccccc2)CC1)c1ccccn1	-15	-3
CC(C)[C@@H]1NC(=O)N(c2ccc(Oc3ccccc3)cc2)C1=O	-5	3
O=C(NCCC(=O)N1O[C@@H]2C=C[C@H]1C2)OCC1c2ccccc2-c2ccccc21	-18	0
Cc1ccccc1Cn1nc(C)c(NC(=O)c2cc3n(n2)C(C(F)F)CC(C(F)F)N3)c1C (centres undefined)	1	2
COc1ccc(C2CC(=O)Oc3cc(C)c(Cl)cc32)cc1 (centres undefined)	-7	1
COC(=O)C1=C(C)Nc2[nH]c(=S)[nH]c(=O)c2C1c1ccc(O)cc1 (centres undefined)	-4	5
CCCS(=O)(=O)NC(=O)C1(C)CCN(C(=O)c2ccc(SC(F)(F)F)cc2)C1 (centres undefined)	-9	11
COc1ccc(Cc2noc(CN3CCN(Cc4csc(C)n4)CC3)n2)cc1OC	-7	4
CCS(=O)(=O)Nc1ccc(C2=NN(C(=O)c3ccco3)C(c3ccco3)C2)cc1 (centres undefined)	-11	-4

The final 2 entries of the section before lead into the next.
SMILES	H9c2 TAG inh	H9c2 TAG inh DAPI viability
COc1ccc(Cc2noc(CN3CCN(Cc4csc(C)n4)CC3)n2)cc1OC	-7	4
CCS(=O)(=O)Nc1ccc(C2=NN(C(=O)c3ccco3)C(c3ccco3)C2)cc1 (centres undefined)	-11	-4
NC(=O)N/N=C/CCc1ccccc1	5	-3
CN(NC(=O)c1ccccc1)C1=NS(=O)(=O)c2ccccc21	15	-13
CC(C)Oc1cc(F)ccc1-c1cc(C(=O)Nc2cccc(Cl)c2)[nH]n1	3	-5
COc1ccc(C(C)(NC(C)=O)c2nc(-c3ccccc3OC)cs2)cc1 (centres undefined)	-10	9
COCCn1c(=S)[nH]c2cc(C(=O)N3CCN(C4CCCCC4)CC3)ccc2c1=O	5	-4
COCCNc1nc(NCCOc2ccccc2Cl)c2sc(-c3ccccc3)cc2n1	27	7
Cc1ccc(N2CCN(/N=C/c3ccncc3)CC2)cc1	-36	16
CNC(=O)CSc1nnc(-c2ccco2)n1-c1ccc(C)cc1	-26	12
CC(C)CN1CCNC(=O)C1CC(=O)N(C)CC1CCOCC1 (centres undefined)	1	-4
CSc1ccccc1C(=O)Nc1ccccc1C(=O)N1CCCC1	1	0
O=C(CCN1CCN(C(=O)c2ccco2)CC1)Nc1ccc(F)cc1	-6	5
O=C1C(=O)N(Cc2cccnc2)C(c2ccccn2)/C1=C(/O)c1ccc(F)cc1 (centres undefined)	-3	3
O=C(NCc1ccco1)c1ccccc1NS(=O)(=O)c1ccc(Cl)s1	14	-8
COc1ccc(COC(=O)NC(C(=O)O)c2ccccc2)cc1 (centres undefined)	5	1
O=C(Nc1nnc([C@H]2C[C@H](O)[C@@H](CO)O2)s1)C(c1ccccc1)c1ccccc1	1	11
Oc1ccccc1N1CCN(C(=S)Nc2ccc(SC(F)F)cc2)CC1	3	3
O=C(NC1CCCCC1)Oc1ccccc1	1	-10
CCN(CC(=O)Nc1sc2c(c1C#N)CCC(C)C2)Cc1nc2ccccc2c(=O)[nH]1 (centres undefined)	29	-14
Cc1cc(Cl)ccc1NC(=S)NCCCO	3	14
CC(CCc1ccccc1)NC(=O)COC(=O)c1ccc(S(C)(=O)=O)c([N+](=O)[O-])c1 (centres undefined)	-4	2
c1cc(-c2nnc(-c3ccncc3)o2)ccn1	-37	21
CCN(CC(=O)NCc1cccs1)C(=O)/C=C/c1cccc(Br)c1	-6	-5
CC(CCc1ccccc1)NC(=O)C1CCCN(c2nnc(-n3cccc3)s2)C1 (centres undefined)	15	-7
Cc1c(Nc2scc(-c3ccccc3)[n+]2-c2ccccc2)c(=O)n(-c2ccccc2)n1C	-27	2

Looked up by structure from the entries so far, five records:
SMILES	H9c2 TAG inh	H9c2 TAG inh DAPI viability
COc1ccc(COC(=O)NC(C(=O)O)c2ccccc2)cc1 (centres undefined)	5	1
Cc1c(Nc2scc(-c3ccccc3)[n+]2-c2ccccc2)c(=O)n(-c2ccccc2)n1C	-27	2
c1cc(-c2nnc(-c3ccncc3)o2)ccn1	-37	21
Cc1cc(Cl)ccc1NC(=S)NCCCO	3	14
Oc1ccccc1N1CCN(C(=S)Nc2ccc(SC(F)F)cc2)CC1	3	3

(list continues)
SMILES	H9c2 TAG inh	H9c2 TAG inh DAPI viability
COCCCNC(=O)CN1CCN(Cc2ccccc2Cl)C1=O	5	3
CCOC(=O)c1c(NC(NC(C)=O)C(Cl)(Cl)Cl)sc(C(C)=O)c1C (centres undefined)	8	6
COCCN(CCOC)S(=O)(=O)c1ccc(C(=O)Nc2nnc(C3CC3)o2)cc1	-12	-6
O=c1[nH]c2ccccc2nc1NCc1ccccc1	-38	5
Cc1cccc(N2CCN(C(=O)C3CCN(S(=O)(=O)N4CCOCC4)CC3)CC2)c1C	-2	-9
Cc1ccccc1NC1=NC(=S)N(c2ccccc2)C12CCOC(C)(C)C2 (centres undefined)	11	-14
CC1=CC(C)(C)N2C(=O)C3(NCCc4c3[nH]c3ccccc43)c3cc(C)cc1c32 (centres undefined)	68*	-33*
CC(=O)c1sc(NC(=O)CN2C(=O)C3CC=CCC3C2=O)nc1-c1ccccc1 (centres undefined)	-7	-1
CC(=O)Nc1ccc(NC(=O)c2ccc3sc([C@H]4C[C@H](O)[C@@H](CO)O4)nc3c2)cc1	-13	1
CNS(=O)(=O)c1cccc(C(=O)OCC(=O)c2c(N)n(C)c(=O)n(C)c2=O)c1	3	1
Cc1cc(OCC(=O)N2CCOCC2)ccc1NC(=O)c1ccccc1C	23	-7
Cc1cc(NC(=O)C(C)SCC(=O)Nc2cc(Cl)ccc2N2CCN(C)CC2)no1 (centres undefined)	6	-5
Cn1c(SCc2ccc(Br)cc2)nc2c(c1=O)SCC2	-13	6
N#Cc1ccccc1NC(=O)COC(=O)CSc1nc2ccccc2o1	4	-5
O=C(CNC(=O)c1ccccc1F)Nc1ccc2c(c1)CCC2	-12	2
CC1(c2ccccc2)NC(=O)N(CC(=O)Nc2cc(C(F)(F)F)ccc2N2CCCCC2)C1=O (centres undefined)	-12	-7
CCCc1ccc2oc(C(=O)N(C)Cc3nccs3)c(C)c2c1	-19	4
CC(C)(C)NC(=O)Cn1c(=O)oc2cc(S(=O)(=O)N3CCc4ccccc43)ccc21	-26	-8
c1ccc(CN2CCN(c3nc(-c4ccccn4)nc4ccccc34)CC2)cc1	11	-4
CCOc1cc(/C=C2/C(=O)N(c3ccccc3)N=C2C)ccc1OC(=O)c1ccco1	16	3
O=C(COc1ccc(Cl)cc1)N(Cc1ccccc1)c1nc(-c2ccccc2)cs1	-6	4
COc1ccc(CNC(=O)C(C)Sc2nc3ccccc3c(=O)n2CC2CCCO2)cc1 (centres undefined)	5	2
Cn1c(=O)c2[nH]c(-c3ccc(S(=O)(=O)O)cc3)nc2n(C)c1=O	-8	10
O=C(CCC(=O)c1ccc(Cl)cc1)OCc1nc2ccsc2c(=O)[nH]1	-1	-4
CN1CCN(c2ccccc2NC(=O)c2cccs2)CC1	1	3
COc1ccc(CCN2C(=NC(=O)C(C)C)SC3CS(=O)(=O)CC32)cc1 (centres undefined)	15	-11
COc1ccccc1Nc1nnc(SCC2CCCCO2)s1 (centres undefined)	-14	-12
COc1ccccc1N(C(=O)c1cncc(Br)c1)c1nc(-c2ccc(C)cc2)cs1	15	-6
Clc1ccc(-c2nc3ccccc3[nH]2)cn1	-3	8
CCN(CC)S(=O)(=O)c1ccc(OC)c(N)c1	1	16
COc1cccc(NC2C=CS(=O)(=O)C2)c1 (centres undefined)	-1	0
COc1ccc(CNC(=O)Cn2cc(C(F)(F)F)ccc2=O)cc1	9	-1
COC(=O)c1cn(NC(=O)Cn2nc([N+](=O)[O-])c(Br)c2C)c(=O)c2ccccc12	-2	8
CCN(C(=O)CSc1ccc(S(=O)(=O)N2CCOCC2)cn1)c1ccccc1	5	-1
CCC1(C(=O)OC)NC(c2ccco2)C2C(=O)N(c3ccc(F)cc3)C(=O)C21 (centres undefined)	-5	-3
CCCC(=O)Nc1nc2c(OC)ccc(OC)c2s1	12	-9

Next section; the last 3 above are carried over.
SMILES	H9c2 TAG inh	H9c2 TAG inh DAPI viability
CCN(C(=O)CSc1ccc(S(=O)(=O)N2CCOCC2)cn1)c1ccccc1	5	-1
CCC1(C(=O)OC)NC(c2ccco2)C2C(=O)N(c3ccc(F)cc3)C(=O)C21 (centres undefined)	-5	-3
CCCC(=O)Nc1nc2c(OC)ccc(OC)c2s1	12	-9
O=C(c1cnn2c1NC(c1ccco1)CC2C(F)(F)F)N1CCN(c2cccc(Cl)c2)CC1 (centres undefined)	23	0
CCN(CC(=O)Nc1ccc2c(c1)OCCO2)C(=O)C1CCCCC1	-19	-7
CC1(C(=O)NS(=O)(=O)c2ccc(Cl)s2)CCN1C(=O)c1ccccc1CCc1ccccc1 (centres undefined)	15	-5
COc1ccccc1NC(=O)CN1CCN(c2ccccc2F)CC1	-12	-27
Cc1ccccc1-c1nc(CS(=O)(=O)CC(=O)N2CCc3ccccc32)c(C)o1	-14	3
Cc1nc(SCC(=O)NCC2CCCO2)c2cc(-c3ccccc3)sc2n1 (centres undefined)	6	0
CN(C)c1ccc(C(=S)N2CCN(C(=S)Nc3ccccc3)CC2)cc1	-5	-9
COc1ccc(C(CNC(=O)CN2C(=O)NC3(CCCC3)C2=O)N(C)C)cc1 (centres undefined)	1	13
O=C(/C=C/NCc1cccnc1)C(F)(F)C(F)(F)F	-9	10
Cc1ccc(NC(=O)CN2C(=O)CNC2=O)cc1	16	-8
CC(OC(=O)C1CC1C)C(=O)Nc1ccc(Cl)cn1 (centres undefined)	-26	1
COc1cc(NC(=O)COC(=O)CNC(=O)C23CC4CC(CC(C4)C2)C3)cc(OC)c1	3	-13
Cc1ccc(NC(=O)CSCC(=O)N(C)Cc2c(F)cccc2Cl)cc1	2	-11
COc1ccc(N(CC(=O)Nc2cccc(C)c2C)S(=O)(=O)c2c(C)[nH]c(=O)[nH]c2=O)cc1	-7	12
O=C(Nc1cccc(Cl)c1Cl)C1CCCC1	3	-1
COc1ccc(C2(CNC(=O)CCC(=O)O)CCCC2)cc1	6	-6
O=C(Nc1ccn(CCCN2CCN(c3ccccc3)CC2)c(=O)n1)OCc1ccccc1	2	1
COC(=O)C1(C(C[N+](=O)[O-])c2ccc(C)cc2)C(=O)NCC1c1ccco1 (centres undefined)	-12	-1
Cc1sc2ncnc(N3CCC(C(=O)Nc4sc5c(c4C(N)=O)CCC(C)C5)CC3)c2c1C (centres undefined)	-6	-6
COc1ccc2sc(N(CCCN(C)C)C(=O)c3ccc(S(=O)(=O)N4CCc5ccccc5C4)cc3)nc2c1	44	-44
CN(C)c1nc(N/N=C/c2ccccc2O)nc(Nc2ccc(F)cc2)n1	34	-13
CC(=O)OCCc1c2ccccc2c(CCCN(C)C)c2ccccc12	12	4
Cc1csc(N(C(=O)c2ccccc2F)c2ccccc2)n1	-15	-15
CCOC(=O)C1CCN(c2c(NCCN3CCCCC3C)c(=O)c2=O)CC1 (centres undefined)	3	-5
O=S(=O)(Nc1ccccn1)c1ccc(Cl)c2ccccc12	-8	9
C#CCOCCOCCOCCNc1nc(N2CCN(C(=O)[C@H](CCCN=C(N)N)n3cc(C(N)[C@@H](C)CC)nn3)CC2)nc(N2CCN(C(=O)[C@H](CCC(=O)O)n3cc([C@@H](N)CCCCN)nn3)CC2)n1 (some centres undefined)	8	4
N#CCNC(=O)C1c2ccccc2Oc2ccccc21	8	-2
COc1ccc(NC(=O)C(CCSC)NC(N)=O)cc1NS(=O)(=O)c1ccc(F)cc1 (centres undefined)	-18	10
COc1ccc(N=C(c2ccccc2)c2c(C)[nH]n(-c3ccccc3)c2=O)c(OC)c1	1	4
CC(C)C1C(=O)N(Cc2cn(CC3CCCCC3)nn2)CCS(=O)(=O)N1Cc1ccc(-c2ccc(F)nc2)cc1 (centres undefined)	-9	-4
COc1ccc(NS(=O)(=O)c2cccs2)cn1	0	10
CCn1cc(C(=O)NCCCN2CCCC2)c(=O)c2cc(S(=O)(=O)N3CCc4ccccc4C3)ccc21	23	9
Cc1[nH]c2ccccc2c1/C=C/c1nc2ccccc2c(=O)n1-c1ccc([N+](=O)[O-])cc1	36	-22
COc1ccccc1N1CCN(C(=O)c2ccc3c(Cl)c4c(nc3c2)CCCC4)CC1	5	-6
COc1cc(NC(=O)c2ccnnc2)cc(C(=O)Nc2cccc(C(F)(F)F)c2)c1	31	4
O=C(CN1CCOCC1)NNc1nc(-c2ccccc2)c2cc(Br)ccc2n1	11	-14
COc1ccc2[nH]c3c(c2c1)CCN1C(=O)C(CC(=O)NCc2cccc(C(F)(F)F)c2)C[C@H](C(=O)N2CCCCC2)[C@@]31CCc1ccccc1 (some centres undefined)	102*	-35*
N#CC(c1ccc(O)cc1)c1ncc(C(F)(F)F)cc1Cl (centres undefined)	-6	7
CC(=O)N1CCc2c(sc(NC(=O)CCS(=O)(=O)c3ccccc3)c2C(N)=O)C1	20	2

Single records, as listed above.
`N#CC(c1ccc(O)cc1)c1ncc(C(F)(F)F)cc1Cl` (centres undefined) reads H9c2 TAG inh: -6; H9c2 TAG inh DAPI viability: 7
`COc1cc(NC(=O)c2ccnnc2)cc(C(=O)Nc2cccc(C(F)(F)F)c2)c1` reads H9c2 TAG inh: 31; H9c2 TAG inh DAPI viability: 4

Screens (PubChem)
